Screens from PubChem BioAssay.
D1 agonist = agonists of human D1 dopamine receptor; HEK293 T-REx D1 cells, calcium flux, agonist mode; 360,000 tested, 1% active; activation, % at 2 µM; in the data active = activation above about 30%; note: 0% is about no effect
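Inducible HEK293 T-REx D1 cells, force-coupled to calcium signalling, were plated at 4000 cells/well with tetracycline and held overnight at 30 C. After no-wash calcium dye loading, compound-evoked calcium rise over 180 s flagged agonists.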
D1 potentiator = potentiators of human D1 dopamine receptor; P21728; HEK293 TREx D1 cells, calcium flux, dopamine EC20 potentiation; potentiation, % at 10 µM; 360,000 tested, 0.036% active; AID 504651; in the data active = potentiation above about 30%; note: 0% is about no effect
Glioma ERSR ind = ER stress response induction in glioma; U87-MG GRP78 promoter luciferase reporter, 16 h; Potency, µM, inactives show at the highest dose activation, hits mostly activators; 420,000 tested, 0.02% active; note: potency is the fitted concentration of half-maximal effect; series mostly up to about 76 µM; % of control where 0% means no effect; nearly all actives have a fitted effect of over 35% in size
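Stably transfected U87-MG glioma cells carrying a GRP78-based luciferase sensor; 16 h compound incubation. Luminescence end-point read 10 min after Bright-Glo addition at room temperature.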
Vif-A3F inh = blocks the Vif interaction with APOBEC3F. HeLa A3F-eYFP + Vif (tagged APOBEC3F with the HIV-1 protein that degrades it), YFP fluorescence increase. Potency, µM (highest dose often 46.1 µM), for the others: at the top dose activity, negative = active. 390,000 tested, 0.2% active; note: potency is the fitted concentration of half-maximal effect; % of control where 0% means no effect; nearly all actives have a fitted effect of over 65% in size
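HeLa cells stably expressing A3F-eYFP plus Vif, plated and incubated overnight at 37 deg C, then exposed to compounds overnight at 37 deg C. Blocked degradation read as raised yellow fluorescence (Ex 488/Em 500-530).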
D1 antagonist = human D1 dopamine receptor antagonism. P21728. HEK293 TREx D1 cells, calcium flux, dopamine EC80; active compounds read low. activity change, negative = inhibition, % at 10 µM. 360,000 tested, 3.2% active. AID 504652; in the data active = activity change below about -30%; note: % is set by controls: 0 for no effect and ±100 for the full control effect
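HEK293 T-REx cells expressing inducible, force-coupled D1 receptor; no-wash Ca dye, 30–90 min RT. Cmpd → 180 s read at 1 Hz → EC80 DA → 180 s read.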
Vif-APOBEC3G blk = inhibitors of Vif-APOBEC3G interaction | HeLa A3G-eYFP + Vif (tagged APOBEC3G with the HIV-1 protein that degrades it), YFP fluorescence, overnight | Potency, µM (highest dose often 46.1 µM), without a hit: top-dose activity, negative = active, actives largely listed as inhibitors | 410,000 tested, 0.076% active | AID 602310;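 note: potency is the fitted concentration of half-maximal effect; % is set by controls: 0 for no effect and ±100 for the full control effect; nearly all actives have a fitted effect of over 60% in size; hits raise eYFP signal because A3G escapes Vif-driven loss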
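Read-out is eYFP fluorescence (Ex 488/Em 500-530) from Vif-expressing HeLa A3G-eYFP cells; more signal means A3G escaped Vif-mediated degradation. Cells plated overnight, compound pinned in, incubated overnight at 37 deg C.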
D2 potentiator = D2 dopamine receptor (human) potentiation. P14416. HEK293 T-REx D2, calcium flux, EC20 dopamine potentiation. potentiation, % at 10 µM. 340,000 tested, 0.34% active. AID 485347;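 active = potentiation over 3 SD above the plate norm, cut at about 30% in these data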; note: 0% is about no effect
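Potentiation of an EC20 dopamine calcium response measured kinetically over 180 s, after a preceding 180 s compound-only read flagging agonists. Cells: inducible Hek293 Trex D2 line, 4000/well, cultured overnight at 30 C before dye loading.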
RXFP1 ag = RXFP1 (human) receptor agonism; HEK293T-RXFP1 cAMP TR-FRET, 30 min; response scale: percent of porcine relaxin response, buffer zero; Q9HBX9; Potency, µM (highest dose often 57.5 µM), without a hit: at the highest dose activation, most hits filed as activators; 370,000 tested, 0.3% active; note: potency is the fitted concentration of half-maximal effect; % is set by controls: 0 for no effect and ±100 for the full control effect; nearly all actives have a fitted effect of over 60% in size; many of its hits are not listed in these tables
Target sequence (Q9HBX9 whole entry, looked up): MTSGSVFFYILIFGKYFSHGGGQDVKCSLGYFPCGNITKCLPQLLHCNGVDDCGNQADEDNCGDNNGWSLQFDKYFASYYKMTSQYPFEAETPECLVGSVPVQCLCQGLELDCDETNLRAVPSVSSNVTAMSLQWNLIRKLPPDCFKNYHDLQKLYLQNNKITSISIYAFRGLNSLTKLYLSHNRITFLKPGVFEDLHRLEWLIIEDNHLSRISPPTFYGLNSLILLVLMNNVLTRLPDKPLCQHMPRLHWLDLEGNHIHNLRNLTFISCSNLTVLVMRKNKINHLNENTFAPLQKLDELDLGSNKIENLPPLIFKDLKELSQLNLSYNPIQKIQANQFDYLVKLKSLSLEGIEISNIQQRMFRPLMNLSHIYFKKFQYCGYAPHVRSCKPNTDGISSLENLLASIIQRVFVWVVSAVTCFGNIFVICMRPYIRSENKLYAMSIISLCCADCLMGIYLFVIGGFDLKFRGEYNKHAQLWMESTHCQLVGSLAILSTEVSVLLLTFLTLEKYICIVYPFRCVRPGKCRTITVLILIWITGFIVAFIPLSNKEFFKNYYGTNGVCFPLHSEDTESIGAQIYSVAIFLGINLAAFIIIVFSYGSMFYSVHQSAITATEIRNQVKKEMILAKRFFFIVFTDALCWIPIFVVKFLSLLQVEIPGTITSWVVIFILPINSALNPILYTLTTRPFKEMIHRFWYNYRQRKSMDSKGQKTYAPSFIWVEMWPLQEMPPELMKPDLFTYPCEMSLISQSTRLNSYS
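HEK293T cells stably expressing RXFP1 were pretreated with the PDE4 inhibitor Ro 20174, exposed to compounds for 30 min at 37C, lysed, and cAMP was read by TR-FRET. Data normalized to buffer (basal) and 29 nM porcine relaxin (100%).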
RXFP1 antag = blocks the human relaxin receptor RXFP1 | Q9HBX9 | HEK293-RXFP1, relaxin-stimulated cAMP HTRF, 30 min; active compounds read low | activity change, negative = inhibition, % at 57.5 µM | 350,000 tested, 0.59% active | AID 1259400;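 active = activity change of -60% or lower, but not beyond a set lower limit; inconclusive = change between -60% and -40%, or beyond the set limit; inactive = change above -40%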; note: % is set by controls: 0 for no effect and ±100 for the full control effect
The depositor's hits bear a star; u = inconclusive; x = not tested or not shown; & = joins results of further samples. Unless noted, calls come from the whole dose curve; as a rule, active = well fitted curve in the direction sought with a large enough effect; inconclusive = small, poorly fitted or top-dose-only effect, or another doubt; inactive = no such curve, though single readings can be large; an effect the other way counts as inactive or inconclusive. Not all compounds are listed. The share of hits here may be higher or lower than overall.

SMILES	D1 agonist	D1 potentiator	Glioma ERSR ind	Vif-A3F inh	D1 antagonist	Vif-APOBEC3G blk	D2 potentiator	RXFP1 ag	RXFP1 antag
CCOc1ccc2nc(SCc3ccc(C(=O)OC)o3)[nH]c2c1	3	-2	-8%	4%	9	2%	-12	-0.5%	3
Cc1ccc(-c2csc(N(CCO)CCCn3c(C(F)(F)F)nc4ccccc43)n2)cc1	2	-5	0%	-2%	-20	-1%	0	1.2%	x
Cc1ccc(/C=C2/SC(=S)N(CCC(=O)N3CCOCC3)C2=O)cc1	1	1	-1%	13%	3	2%	-3	0.1%	2
CCOC(=O)c1ccc(NC(=O)c2nc[nH]c2C(=O)N[C@@H](CC(C)C)C(=O)OCc2ccccc2)cc1	16	-6	2%	u	5	0%	5	-2.2%	x
CCc1nc(Nc2ccc(O)cc2)c2oc3ccccc3c2n1	0	-8	-3%	-19%	-12	u	14	1.5%	-15
Cn1ncc(C(=O)N2CCN(c3ccccc3)CC2)c1C1CCN(C(=O)OC(C)(C)C)CC1	0	7	-1%	7%	7	1%	4	-6.2%	4
CCc1ccccc1NC(=O)Cn1nnc(C(=O)NCc2cccs2)c1N	0&-2	-2&4	-5%&-4%	-7%&-27%	-3&7	u	-7&-3	-1.2%&3.6%	-24
O=C(Nc1nccs1)c1ccccc1Br	-2	-4	3%	1%	-11	0%	-3	0.6%	-3
Cc1ccc(NC(=S)N2CCCC(CO)C2)c(C)c1 (stereo not given)	11	-4	-3%	-13%	-8	1%	7	-3.2%	6
Cc1ccc(Cn2ccnc2SCC(=O)NC2CCCC2)cc1	5&-1	1&-3	-2%&-1%	9%&-6%	2&15	-2%&6%	25&-7	-1.6%&-0.3%	-4&9
CCN(CC)S(=O)(=O)c1cc(Br)ccc1OC	2	1	-1%	1%	6	-8%	9	-0.7%	-1
CC(C#N)(NC(=O)CN1CCN(S(=O)(=O)c2ccc(Br)cc2Cl)CC1)C1CC1 (stereo not given)	0	-1	-5%	2%	-9	-3%	13	-0.6%	2
COC(CNC(=O)CCc1c(C)nc2c(-c3ccccc3)c(C)nn2c1C)OC	1	-7	-6%	-7%	-3	1%	6	0.7%	-1
O=C(CSc1nc2ncccc2[nH]1)NC1CCCCC1	-1	-3	-3%	0%	-7	-5%	x	4.6%	14
CCc1cccc(OCC(=O)N(C)CC(=O)Nc2cccc(F)c2)c1	0	-8	-1%	-15%	-7	1%	0	0.3%	-13
CCOCCn1c(SCCCc2ccccc2)nc2c1c(=O)[nH]c(=O)n2C	8	-7	0%	x	-3	4%	3	4.5%	2
C[C@H](CO)N1C[C@H](C)[C@H](CN(C)C(=O)OCc2ccccc2)OCc2cnnn2CCCC1=O	x	x	1%	-2%	x	2%	x	x	3
CCCCN1C2=C(C(=O)CCC2)C(c2ccc(Cl)c(Cl)c2)C2=C1c1ccccc1C2=O (stereo not given)	2	-6	-4%	1%	-15	0%	-2	2.9%	-4
CCC(NS(=O)(=O)c1cnn(CC)c1)c1ccccc1 (stereo not given)	4	-6	2%	-12%	-5	1%	-13	0.4%	-3
C=CCOc1c(OC)cc(/C=N/Nc2cccc(C(=O)O)c2)c(Br)c1Br	-1	-2	2%	-31%	-7	u	4	2.4%	-3
CCOc1ccc(-n2cnnn2)cc1S(=O)(=O)NCCc1ccc(OC)c(OC)c1	6	1	-3%	0%	0	0%	-13	4.5%	-11
CN1CCc2c(sc3nc(NN)n(-c4ccc(Cl)cc4)c(=O)c23)C1	2	0	-1%	1%	-3	-1%	-1	1.3%	5
Cc1ccccc1CNC(=O)c1ccc(Cn2c(SCc3ccccc3)nc3cccnc32)cc1	19	-1	0%	-2%	-1	-4%	3	6.1%	-20
CNC(=O)/C=C1\NC(C)(C)Cc2c1ccc1ccccc21	1	1	-4%	1%	-4	-4%	6	0.3%	1
Cc1occc1C(=O)NCc1ccccn1	0	-6	3%	x	-11	0%	16	-0.1%	-13
COc1cccc(CNC(=O)CCS(=O)(=O)c2ccc3c(c2)NC(=O)C(C)S3)c1 (stereo not given)	-1	0	2%	7%	-11	-2%	4	-4.0%	12
COc1ccccc1C(=O)N=Nc1c(O)[nH]c2ccc([N+](=O)[O-])cc12	2	3	2%	3%	-17	-2%	1	0.7%	4
COCCn1nnnc1C(c1cccs1)N1CCN(c2nc3ccccc3s2)CC1 (stereo not given)	2	-7	-3%	-6%	-1	2%	22	0.5%	-18
c1ccc2c(c1)Cc1ccccc1O2	-1	-5	6%	-3%	-6	3%	-3	-0.4%	x
COC(=O)c1[nH]c2cc(OC)ccc2c1NC(=O)CN1CCC(C(N)=O)(N2CCCCC2)CC1	-1	-2	-2%	9%	18	-5%	-1	-0.4%	-3
CSc1nnc(C2CCCN2)n1C (stereo not given)	0	2	-4%	-3%	3	1%	-5	0.3%	-4
CCON1C(=O)CN(C(=O)OC)C1c1ccc(Cl)cc1Cl (stereo not given)	0	-6	-6%	0%	4	-7%	3	-0.9%	0
O=C(O)c1cc2cccc(S(=O)(=O)N3CCOCC3)c2cc1O	1	-2	-3%	3%	-7	0%	20	14%	8
COc1ccc(Cl)cc1NC(=O)CSc1nnc(C)n2c1cc1sccc12	1	6	-3%	2%	3	3%	-5	17%	8
Cc1ccc(/C=C/C(=O)O)cc1S(=O)(=O)NCc1cccnc1	3	8	-3%	5%	2	4%	x	-3.4%	17
CC(C)C(=O)Nc1cccc(NC(=O)c2ccc(Cl)cc2Cl)c1	-1	-6	3%	-7%	-6	-7%	-5	-1.7%	-5
Clc1ccc(-c2nnc(COc3ncnc4sccc34)o2)cc1	2	6	5%	-18%	-17	0%	19	-1.3%	-3
O=[N+]([O-])c1c(N2CCN(CCO)CC2)nc2ccccn12	6	-3	2%	3%	7	0%	14	9.3%	9
Nc1c(C(=O)CSc2n[nH]c(-c3ccccc3Br)n2)c(=O)[nH]c(=O)n1C1CC1	1	-1	-3%	-16%	-2	4%	-6	-0.1%	-7
Cc1cc(C)n2nc(SCC(=O)N(C)C3CCCCC3)nc2n1	3	-3	-4%	-10%	17	-1%	17	3.9%	-10
O=C(Cn1nc(C(=O)O)c2ccccc2c1=O)Nc1ccc(F)cc1	24	x	-5%	-27%	-3	5%	x	-1.6%	-16
CC1CCN(c2nn3c(=O)c(C(=O)NCCc4ccccc4)cnc3s2)CC1	1	-1	5%	1%	-5	-1%	-1	3.1%	-18
CCOC(=O)C1=C(CS(=O)(=O)c2ccccc2)NC(=O)NC1c1ccccc1OCC (stereo not given)	2	x	-5%	-2%	3	2%	-12	1.5%	x
CCOC(=O)C1CCN(Cc2c(C(=O)N3CCOCC3)nc3c(C)cccn23)CC1	4	-1	-4%	5%	1	1%	2	0.0%	-10
CCc1nnc(NC(=O)C2c3ccccc3Oc3ccccc32)s1	28	-1	-6%	-12%	26	0%	-4	-1.9%	-9
Cc1ccc(-c2nn3c(C)nnc3c3ccccc23)cc1S(=O)(=O)NCc1ccco1	8	-1	1%	-8%	2	-27%	7	9.3%	-5
Cn1c(=O)[nH]c(=O)c2c1nc(N1CCCCCC1)n2CCCSc1nc2ccccc2o1	-1	-1	-4%	3%	20	0%	-2	1.6%	-13
Cn1cccc1C1C(C#N)=C(N)OC2=C1C(=O)CCC2 (stereo not given)	1	-6	-2%	16%	4	-2%	7	-4.7%	-2
COc1ccccc1CNC(=O)c1cc2cc(S(=O)(=O)N3CCCCC3)ccc2n1C	6	-1	-5%	8%	-4	7%	3	3.5%	-8
COC(=O)c1ccc(OCC(O)Cn2cnc3cc(C)c(C)cc32)cc1 (stereo not given)	16	-1	x	x	-22	x	4	0.6%	-9
O=C(Cn1nc([N+](=O)[O-])nc1Br)NC1CCCCC1	-2	-1	-1%	-1%	-5	-1%	-8	0.5%	17
COc1ccc(OC)c(NC(=O)C(C)n2c(=O)c(-c3ccccc3NC(C)=O)nc3ccccc32)c1 (stereo not given)	-2	3	-4%	-2%	3	-1%	2	-0.8%	-20
Cc1ccc(S(=O)(=O)N(C)C)cc1NC(=O)CN1C(=O)NC2(CCCCCCC2)C1=O	3	3	-3%	-17%	8	-2%	-4	-1.1%	-11
Cn1c(=O)c2[nH]c(-c3ccccc3)nc2n(C)c1=O	1	0	-5%	x	13	x	-2	-0.3%	x
COc1ccccc1N1CCN(C(=O)c2oc3ccccc3c2N)CC1	-1	-4	0%	-1%	2	4%	-1	-1.9%	-11
CC(=O)c1cccc(OCc2cc(C(=O)N3C[C@H]4CC[C@H]3C4)no2)c1	7	-16	-2%	1%	-26	-2%	13	1.2%	6
Cc1cc(C)cc(NC(=S)NC(=O)Cc2ccccc2)c1	x	x	-1%	8%	x	-7%	x	x	-21
Cc1ccc(-c2csc3nc[nH]c(=S)c23)cc1C	2	9	-1%	7%	-20	-16%	8	-1.0%	-39
O=C(Nc1nnc(CC(c2ccccc2)c2ccccc2)s1)c1ccco1	6	-3	-8%	1%	x	-3%	2	9.9%	-12
COc1ccc(CCNC(=O)COc2cc(=O)n(C)c3ccccc23)cc1OC	1	-4	0%	0%	7	-6%	x	0.8%	-16

More records:
SMILES	D1 agonist	D1 potentiator	Glioma ERSR ind	Vif-A3F inh	D1 antagonist	Vif-APOBEC3G blk	D2 potentiator	RXFP1 ag	RXFP1 antag
Cc1ccc2c(c1)N(C(=O)NCc1ccccc1)CCO2	-1	5	-4%	5%	0	-1%	x	27%	-4
COc1ccc(NC(=O)NNC(=O)c2ccc(-c3ccccc3)cc2)c(OC)c1	1	2	-6%	-10%	6	-2%	1	-2.4%	-13
CCCCOCCCNS(=O)(=O)Cc1ccccc1	3	-3	-3%	1%	-20	0%	-5	1.9%	-4
CC(=O)NN1C(=O)c2ccc(Oc3ccc([N+](=O)[O-])cc3)cc2C1=O	4	10	-4%	1%	9	0%	-2	-0.7%	-10
C=CCNC(=O)CN1CCC(n2nnc3cc(C(F)(F)F)ccc32)CC1	1	0	-6%	5%	2	2%	3	0.2%	-8
CC(C)Oc1cccc(C(=O)C2CCCN(C(=O)c3noc4c3CCCC4)C2)c1 (stereo not given)	0	-3	-1%	-5%	-14	-2%	2	-1.8%	-6
COc1ccccc1CNC(=O)CCc1c(C)c2cc3c(C)coc3cc2oc1=O	3	-1	0%	0%	-1	0%	2	-1.3%	2
